Integrin act MD: integrin-mediated muscular dystrophy alleviation activation; 350,000 compounds, 0.064% hits; alpha7betagal myoblasts, beta-gal FDG fluorescence, 48 h; Potency, µM (titrated, usually from 38.3 µM), for the others: top-dose activation, usual class: activators;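 note: potency is the fitted concentration of half-maximal effect; 100% = response of the positive control SU9516; nearly all actives have a fitted effect of over 60% in size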
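Alpha7betagal+/- myoblasts (passage 13) were plated 16-24 hr, then exposed to compounds (1:260 dilution of DMSO stock) for 48 hours at 37C. After MPER lysis, β-galactosidase reporter activity was read as FDG fluorescence (ex 480/em 540) after 30 minutes.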
FBPA coupling cs: coupling enzyme interference in Giardia aldolase counter-screen; coupling enzyme system counterscreen, AmpLite Red fluorescence; 290,000 compounds, 0.67% hits; activity change, negative = inhibition, % at 58.2 µM, hits read low; AID 2472; in the data active = activity change below about -30%; note: % is set by controls: 0 for no effect and ±100 for the full control effect
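Coupling enzymes only (glyceraldehyde-3-phosphate) + compound, at 57.5 uM final, 10 min RT; add substrate/coupling/AmpLite Red mix, 20 min RT; fluorescence ex 525/em 598 nm. Actives flag coupling-system interference.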
AT treatment: candidate therapy for ataxia-telangiectasia | […] A-T fibroblasts, KAP-1 phosphorylation AlphaLISA; neocarzinostatin DNA damage 30 min before lysis | Potency, µM (titrated, usually from 57.5 µM), for inactives: at the top dose activation, most hits filed as activators | 320,000 compounds, 0.19% hits | AID 485349; note: potency is the fitted concentration of half-maximal effect; % of control where 0% means no effect; nearly all actives have a fitted effect of over 45% in size
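ATM-like activity read as KAP-1 phosphorylation via AlphaLISA donor/acceptor antibody pairs after lysis and 6 hr at 25C. Cells were ATM-null patient fibroblasts ([…], hTERT), dosed 60 min, then exposed to the DSB inducer NCS for 30 min.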
TRPV1 agonist: human TRPV1 agonism | TRPV1-expressing cells, Fluo-8 calcium influx, agonist mode | Q8NER1 | 320,000 compounds, 0.19% hits | activation, % at 8.33 µM; in the data active = activation above about 80%; inconclusive = between about 30% and that limit; note: 0% is about no effect
Target sequence (Q8NER1 whole entry, looked up): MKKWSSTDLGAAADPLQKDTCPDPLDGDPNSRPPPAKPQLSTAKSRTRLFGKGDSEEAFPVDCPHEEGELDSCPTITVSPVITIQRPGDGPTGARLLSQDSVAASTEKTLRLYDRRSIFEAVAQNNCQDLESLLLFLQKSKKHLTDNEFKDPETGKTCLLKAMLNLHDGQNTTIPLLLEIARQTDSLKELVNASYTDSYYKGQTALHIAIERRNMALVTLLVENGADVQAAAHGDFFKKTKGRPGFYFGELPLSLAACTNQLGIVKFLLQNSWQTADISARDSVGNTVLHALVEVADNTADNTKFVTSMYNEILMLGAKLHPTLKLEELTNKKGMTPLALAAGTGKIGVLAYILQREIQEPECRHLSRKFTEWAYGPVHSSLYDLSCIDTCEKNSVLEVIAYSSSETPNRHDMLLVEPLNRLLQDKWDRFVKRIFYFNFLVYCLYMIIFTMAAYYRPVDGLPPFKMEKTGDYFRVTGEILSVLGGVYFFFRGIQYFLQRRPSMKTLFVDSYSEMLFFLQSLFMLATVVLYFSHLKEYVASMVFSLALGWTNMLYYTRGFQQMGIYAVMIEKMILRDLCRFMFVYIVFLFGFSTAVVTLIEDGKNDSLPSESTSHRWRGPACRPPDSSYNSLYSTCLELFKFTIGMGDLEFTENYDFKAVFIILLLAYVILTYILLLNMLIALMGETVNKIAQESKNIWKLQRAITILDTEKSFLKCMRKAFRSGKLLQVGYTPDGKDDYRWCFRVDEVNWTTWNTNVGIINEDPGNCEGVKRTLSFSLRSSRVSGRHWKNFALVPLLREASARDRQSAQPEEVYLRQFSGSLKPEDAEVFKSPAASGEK
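TRPV1-expressing cells were cultured overnight at 35.5C and loaded with Fluo-8 calcium dye for 40 to 90 min at room temperature. After a 10 s baseline, compound was added and calcium influx was read kinetically for 3 min (ex 480/em 520 nm).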
GALK inhibitor: galactokinase (human) inhibition; P51570; 270,000 compounds, 0.007% hits; Potency, µM (titrated, usually from 57.5 µM), for the others: at the top dose activity change, negative = inhibition, most hits filed as inhibitors; Purified GALK, Kinase-Glo residual ATP luminescence; AID 1868; note: potency is the fitted concentration of half-maximal effect; % is set by controls: 0 for no effect and ±100 for the full control effect
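Compounds were pin-transferred into ATP buffer (35 uM final), then GALK plus galactose (5 nM, 100 uM final) was added. After 1 h at room temperature, Kinase-Glo Plus was added and luminescence read after 10 min.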
CXXC DNA block: MLL CXXC-DNA interaction inhibition | Q03164 | MLL-CXXC / FITC-HOXA9 DNA fluorescence polarization | Potency, µM (highest dose often 115 µM), without a hit: at the top dose activity change, negative = inhibition, actives largely listed as inhibitors | 290,000 compounds, 0.037% hits | AID 2662; active = well fitted inhibition curve with a large enough effect in the polarisation, with a control signal flat, not every such curve was filed as active; inconclusive = small, poorly fitted or top-dose-only effect, or effect the other way, or a change in a side signal; inactive = no such curve, though single readings can be large or run the other way; the % refers to the polarisation; note: potency is the fitted concentration of half-maximal effect
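Fluorescence polarization: 7 uM MLL-CXXC (stock) preincubated 5 min with compounds, then 50 nM fluorescein-HOX-A9 DNA (stock) added; 30 min ambient. Buffer 50 mM Tris-HCl pH 7.5, 50 mM NaCl, 1 mM DTT, 0.05% BSA.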
MBNL1-CUG inh: blocks human MBNL1 binding to CUG repeat RNA. Q9NR56. TR-FRET MBNL1-His/biotin-(CUG)12 binding, 665/545 ratio. Potency, µM (series often up to 57.5 µM), without a hit: at the highest dose activity change, negative = inhibition, actives largely listed as inhibitors. 280,000 compounds, 0.036% hits. AID 2675; active = well fitted inhibition curve with a large enough effect in the signal ratio, with a control signal flat, not every such curve was filed as active; inconclusive = small, poorly fitted or top-dose-only effect, or effect the other way, or a change in a side signal; inactive = no such curve, though single readings can be large or run the other way; the % refers to the signal ratio; note: potency is the fitted concentration of half-maximal effect; % is set by controls: 0 for no effect and ±100 for the full control effect
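Compounds (final 92 nM to 58 uM) are added to His-tagged MBNL1 and biotin-(CUG)12, then terbium anti-His antibody and streptavidin-XL665 (5 nM final). After 60 min at room temperature, the 665/545 nm ratio is read.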
KCNH2 3.1 block: blocks the human KCNH2 3.1 channel isoform | 340,000 compounds, 0.95% hits | U2OS KCNH2 3.1, thallium flux FluxOr; stronger effect = lower value | activity change, % (tested at about 1.8 µM);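 active = maximum activity change below -70%; inconclusive = maximum activity change from -70% to -50%; inactive = maximum activity change above -50%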;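 note: thallium influx rate constant from kinetic fluorescence after stimulation buffer; % is set by controls: 0 for no effect and ±100 for the full control effect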
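We transduce U2OS cells with the mutant 3.1 virus, culture them overnight, load FluxOr with Red40 quencher for 45 min, then add stimulation buffer and read kinetically for 2 min to derive a normalized rate constant.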
hERG WT inh: KCNH2 (human, wildtype) channel inhibition | Q12809 | activity change, % at 1.84 µM | U2OS, BacMam KCNH2, thallium flux FluxOr; stronger effect = lower value | 340,000 compounds, 0.37% hits;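 active = maximum activity change below -70%; inconclusive = maximum activity change between -70% and -50%; inactive = maximum activity change above -50%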; note: % is set by controls: 0 for no effect and ±100 for the full control effect
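U2OS cells transduced with wild-type KCNH2 virus are loaded with FluxOr dye for 45 min, and thallium flux is measured in kinetic reads before and after stimulation buffer. Rate constants are normalized to DMSO controls.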
S-ASM inh: human S-ASM enzyme inhibition | Potency, µM (top dose mostly 57.5 µM), for inactives: top-dose activity change, negative = inhibition, usual class: inhibitors | P17405 | placental ASM, HMU-PC fluorogenic substrate, 60 min | 340,000 compounds, 0.006% hits; note: potency is the fitted concentration of half-maximal effect
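Fluorogenic HMU-PC substrate (9 uM final) is turned over by placental ASM in 60 min at 37 C after a 10 min compound preincubation. Reaction ended by alkaline stop (pH 10), with fluorescence read at 386/447 nm.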
* = called active by the depositor; i = inactive; ? = inconclusive; / = not tested or not shown; [ ] = another dose, or the depositor's remark. Unless noted, calls come from the whole dose curve; as a rule, active = well fitted curve in the direction sought with a large enough effect; inconclusive = small, poorly fitted or top-dose-only effect, or another doubt; inactive = no such curve, though single readings can be large; an effect the other way counts as inactive or inconclusive. Outcome played no part in choosing rows; about 2% have a hit in one of these screens.

SMILES	Integrin act MD	FBPA coupling cs	AT treatment	TRPV1 agonist	GALK inhibitor	CXXC DNA block	MBNL1-CUG inh	KCNH2 3.1 block	hERG WT inh	S-ASM inh
O=C(Cn1cc(C(F)(F)F)cc(Cl)c1=O)Nc1ccc(N2CCOCC2)cc1	19%	0	0%	0	11%	9%	/	14	-1	-1%
CCOc1ccc(NS(=O)(=O)c2coc(C(N)=O)c2)cc1	-6%	-1	-2%	-1	/	/	-6%	-4	1	0%
CCC(=O)c1ccc(OCC(=O)N2CCN(S(=O)(=O)c3ccc(Cl)s3)CC2)cc1	-10%	/	1%	9	/	/	/	-10	-5	-9%
Cn1cccc1C(=O)NC(=O)COC(=O)Cc1coc2ccc3ccccc3c12	1%	-1	3%	0	4%	19%	-1%	0	-13	-5%
Cc1cc2c(c(C)c1CCO[C@@H]1O[C@H](CO)[C@@H](O)[C@H](O)[C@H]1O)C(=O)[C@@H](C)[C@@H]2O	-43%	/	-1%	/	/	/	/	15	2	3%
CCOC(=O)C1CCCN(S(=O)(=O)c2ccc(OC)cc2)C1 (configuration not stated)	7%	2	2%	-1	-1%	-10%	-2%	-9	-20	-2%
COc1ccc(C(=O)NC2CCSc3ccccc32)cc1F (configuration not stated)	32%	-8	-2%	4	-1%	18%	-4%	-11	0	-4%
CC(C)N(C(=O)CSc1nn2c(=O)c(C(C)(C)C)nnc2s1)c1ccccc1	-41%	-4	2%	10	1%	1%	2%	-18	9	2%
Cc1ccc(S(=O)(=O)N2CCCC(C(=O)NCCc3ccccc3)C2)cc1 (configuration not stated)	-8%	0	4%	2	-3%	6%	0%	6	28	-1%
CCOC(Cn1cc([N+](=O)[O-])c(=O)[nH]c1=O)OCC	23%	/	/	/	/	/	/	-2	-7	10%
Cc1cc(C(=O)Nc2ccccc2C(=O)O)c(C)o1	-10%	-2	3%	2	1%	-1%	-4%	9	11	4%
Cc1ccc(NP(=O)(c2ccc(N(C)C)cc2NC(=O)c2cccs2)N2CCOCC2)cc1Cl (configuration not stated)	29%	-8	0%	24	1%	16%	-5%	-14	-10	-29%
O=C1NC(=Nc2ccccc2)S/C1=C\C=C\c1ccco1	-40%	3	/	-2	0%	-3%	/	0	19	-10%
Nc1ccc2c(c1)COc1ccccc1O2	5%	0	-2%	1	8%	-4%	-7%	7	26	-1%
COc1ccc2c(c1)C=CC1(O2)N(CCO)c2ccccc2C1(C)C (configuration not stated)	-20%	-47*	13%	12	-7%	20%	?	-6	-13	-5%
Cc1ccc(Cl)cc1N1CCN(C(=O)COc2ccc3c(c2)CCC3)CC1	-39%	0	13%	3	-2%	12%	1%	-10	i	-4%
CCc1noc(C)c1C(=O)N1CCC(CCC(=O)Nc2cccc(OC)c2)CC1	-25%	0	2%	-2	3%	?	-6%	33	14	-1%
Cc1ccc([N+](=O)[O-])cc1NC(=S)NC(=O)c1c(Cl)cnn1C	?	0	-8%	-4	4%	20%	2%	-3	-3	2%
COc1ccc(S(=O)(=O)N(C)c2ccc(C(=O)N3CCOCC3)cc2)cc1OC	9%	2	12%	0	0%	0%	-2%	-5	6	2%
O=C(NCc1ccco1)/C(=C/C=C/c1ccccc1)NC(=O)c1ccco1	4%	-1	-3%	4	-1%	-13%	?	-8	-10	-2%

Looked up above.
GALK inhibitor, Cc1ccc(Cl)cc1N1CCN(C(=O)COc2ccc3c(c2)CCC3)CC1 stands at -2%
CXXC DNA block, Cn1cccc1C(=O)NC(=O)COC(=O)Cc1coc2ccc3ccccc3c12 stands at 19%
KCNH2 3.1 block, O=C1NC(=Nc2ccccc2)S/C1=C\C=C\c1ccco1 stands at 0

Later entries.
SMILES	Integrin act MD	FBPA coupling cs	AT treatment	TRPV1 agonist	GALK inhibitor	CXXC DNA block	MBNL1-CUG inh	KCNH2 3.1 block	hERG WT inh	S-ASM inh
Fc1cccc2sc(Nc3nnc(-c4ccco4)o3)nc12	-20%	-12	26%	-6	-9%	-2%	40%[activator]	8	?	91%
O=C(NN1C(=O)/C(=C/C=C/c2ccco2)SC1=S)c1ccncc1	-38%	1	-22%	2	-4%	23%	?	9	-4	-9%
CC(=O)c1ccc(-n2nnnc2SCC(=O)Nc2sc(C)c(C)c2C#N)cc1	10%	2	10%	0	-3%	4%	9%	20	-5	1%
CCCn1c(N)c(C(=O)COC(=O)CNC(=O)c2ccccc2OCC)c(=O)[nH]c1=O	4%	/	-12%	-1	/	/	/	10	2	14%
Cc1ccc(C)c(N2CCN(C(=O)CCc3nc(-c4ccccc4C(F)(F)F)no3)CC2)c1	-26%	/	27%	/	/	/	/	-10	-13	-2%
COc1ccc2nccc(C(N)=O)c2c1	-27%	2	2%	-2	7%	1%	/	0	0	21%
Cc1cccc(-n2nc3c(c2NC(=O)c2ccc(S(=O)(=O)N4CCOCC4)cc2)CSC3)c1C	-10%	4	-4%	-6	-2%	15%	-16%	-2	4	-1%
CCCCN(CC)CCNc1c(N2CCN(C(=O)OCC)CC2)c(=O)c1=O	11%	-5	/	5	-2%	2%	1%	0	-15	2%
O=C1C2C3C=CC(C3=C(c3ccccc3)c3ccccc3)C2C(=O)N1Cc1ccccc1 (configuration not stated)	-9%	0	/	-6	1%	5%	-12%	2	-6	-1%
COc1cccc(Nc2nnc(SCc3nc4ccccc4s3)s2)c1	32%	0	-6%	19	/	19%	4%	5	-4	/
CCc1nc2cc([N+](=O)[O-])c([N+](=O)[O-])cc2[nH]1	-7%	0	-3%	10	1%	-5%	?	24	-11	-5%
CC(C)(C)c1ccc(C(CC(=O)O)NC(=O)CSc2ccccc2)cc1 (configuration not stated)	4%	11	2%	5	0%	2%	-6%	7	-2	-1%
NS(=O)(=O)c1ccc(N2C(=O)C3C4CC(C(Br)C4Br)C3C2=O)cc1 (configuration not stated)	?	0	-1%	-1	0%	-6%	-2%	-1	2	1%
CC(C)N(Cc1ccccc1)C(=O)CCS(=O)(=O)c1ccc2c(c1)oc(=O)n2C	15%	1	-7%	2	1%	0%	-10%	5	-3	1%
COc1ccccc1CNC(=O)[C@@H]1CCCN1C(=O)C1CCN(S(=O)(=O)c2ccc(C)cc2)CC1	29%	7	21%	-1	4%	3%	-4%	12	3	4%
CCOC(=O)C1(Cc2cccc(OC)c2)CCN(Cc2ccc(C)s2)CC1	-53%[inhibitor]	-2	2%	11	1%	3%	-4%	-76*	?	2%
CCN(CC)S(=O)(=O)c1ccc(C(=O)Nc2ccc(Cc3ccncc3)cc2)cc1	-33%	0	-1%	81*	2%	11%	-5%	-19	12	1%
COc1ccc(COC(=O)C2=C(C)NC(=O)NC2c2ccc(O)cc2)cc1 (configuration not stated)	?	0	1%	-3	-4%	3%	-8%	-8	-9	4%
CN(CC(=O)Nc1ccccc1)CC(=O)Nc1ccc(F)cc1	0%	-1	0%	9	0%	6%	4%	-12	5	13%
COC(=O)CN1C(=O)COc2ccc(S(=O)(=O)NCc3ccccc3)cc21	0%	2	-6%	4	12%	-5%	-3%	25	21	0%
O=c1cccccc1NN=C1CCCCCC1	10%	3	-20%	28	10%	18%	23%	8	25	13%
O=C(Cn1nc(-c2ccccc2)c2ccccc2c1=O)Nc1ccc2c(c1)nc1n2CCOC1	-15%	6	1%	-3	-3%	5%	3%	4	9	-12%
CCCCCn1c(SCC(=O)OCC)nc2cc(C(=O)NCc3ccco3)ccc2c1=O	-10%	2	0%	10	1%	-8%	6%	-3	-4	-5%
COc1ccc(C2OC(=O)CC2C(=O)NC2CCCCCC2)cc1OC (configuration not stated)	16%[7.66 µM]	-1	-8%	1	-2%	-2%	4%	-10	-4	2%
CC(C)N(CCn1c(=S)[nH]c2ccccc2c1=O)C(C)C	-11%	1	-6%	3	2%	-3%	-16%	1	2	0%
COc1ccc(-c2cnnc(N/N=C/c3c(C)nn(-c4ccccc4)c3Cl)n2)cc1	6%	6	/	-1	/	?	7%	-7	1	-1%
Cc1ccc(NC(=O)/C(=C\c2ccc([N+](=O)[O-])cc2)NC(=O)c2ccccc2)cc1	-8%	1	0%	/	0%	4%	0%	-19	7	-2%
CCOc1ccc(N2CC(C(=O)Nc3ccccc3OC)CC2=O)cc1 (configuration not stated)	?	0	0%	5	1%	5%	-12%	-16	7	-2%
Cc1ccc2nc(NC(=O)CSc3nc4ccccc4o3)sc2c1	-21%	2	/	0	-1%	23%	-6%	5	1	0%
CCN1CCN(c2ccc(S(=O)(=O)N3CCOCC3)cc2NC(=O)c2sccc2C)CC1	2%	/	4%	1	/	/	/	10	46	2%
N#Cc1c(SCC(=O)N2CCOCC2)nsc1SCC(=O)N1CCOCC1	-1%	3	1%	4	-4%	0%	2%	-6	-3	3%
